PfHsp40 rescue – compounds rescuing yeast from Plasmodium falciparum HSP40 toxicity; 340,000 tested, 0.68% active; growth rescue, % at 12.5 µM; S. cerevisiae expressing PfHsp40, growth rescue, ATP luminescence; in the data active means growth rescue above about 28%, passing the limit was not always enough; inconclusive means no clear call, values can overlap the other calls;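 further: yeast W303a lacking pdr1 and pdr3 grown in galactose medium; growth measured after three days at 30 °C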
FadD28 FP inh – M. tuberculosis FadD28 bisubstrate binding inhibition; FadD28 bisubstrate probe binding, fluorescence polarization; inhibition, % at 12.5 µM; 360,000 tested, 0.22% active; AID 588549; in the data active means inhibition above about 8.5%, passing the limit was not always enough; inconclusive means no clear call, values can overlap the other calls
PrPC surface inh – inhibitors of human cell surface prion protein PrPC; TR-FRET read-out; inhibition, % at 13.8 µM; 370,000 tested, 0.43% active; P04156; in the data active means inhibition above about 24%; further: 0% = median of the test wells and 100% = reference compound wells
BoNT-F LC inh – inhibitors of Botulinum neurotoxin F light chain protease | Multiplex microsphere protease cleavage assay, flow cytometry | inhibition, % at 10 µM | 360,000 tested, 0.22% active; in the data active means inhibition above about 35%, passing the limit was not always enough; inconclusive means no clear call, values can overlap the other calls; further: plate controls were buffer without enzyme for full effect and enzyme alone for no effect
TcdB GH inh – blocks C. difficile toxin B glycohydrolase activity. P18177. inhibition, % at 9.99 µM. AID 652162. 350,000 tested, 0.24% active. TcdB glycohydrolase enzymatic assay, plate reader; in the data active means inhibition above about 10%
CCHFV vOTU inh – CCHFV vOTU protease inhibition; Pep-AMC fluorescence; 370,000 tested, 0.55% active; inhibition, % at 11.5 µM; in the data active means inhibition above about 30%; further: 0% = vehicle wells with enzyme and 100% = no enzyme wells
BoNT-A LC inh2 – blocks Botulinum neurotoxin A light chain protease; AID 588499; inhibition, % at 10 µM; multiplex microsphere protease substrate cleavage, flow cytometry; 360,000 tested, 0.17% active; further: plate controls were buffer without enzyme for full effect and enzyme alone for no effect
Anthrax LF inh2 – inhibitors of Bacillus anthracis lethal factor protease; P15917; multiplex microsphere protease cleavage assay, LF; inhibition, % at 10 µM; 360,000 tested, 0.12% active; further: plate controls were buffer without enzyme for full effect and enzyme alone for no effect
Yp Topo-I inh – Y. pestis Topo-I inhibition via cleavage products; 360,000 tested, 0.064% active; AID 504884; Y. pestis Topo-I cleavage product accumulation, plate reader; activity, % at 10 µM; in the data active means activity above about 50%, passing the limit was not always enough; inconclusive means no clear call, values can overlap the other calls; further: inactives centre near 2
* hit, by the source's call; ? = inconclusive; nt = not tested or not shown. Unless noted, no stated cut-off is given here; in the data, active means inhibition above about 30%; inconclusive means no clear call, values can overlap the other calls; inactive means below that.

1: Cc1cc(C)nc(SCC(=O)Oc2ccc3oc(=O)cc(C)c3c2)n1
2: CC1(C)CC(=O)C(C=Nc2ccc(C(=O)c3ccccc3)cc2N=CC2=C(O)CC(C)(C)CC2=O)=C(O)C1
3: COc1cccc(C2NC(=O)NC(C)=C2C(=O)OCCSC)c1OC (stereo not given)
4: Cc1ccc(Cn2nnc3c(=O)n(Cc4ccccc4C)cnc32)cc1
5: Cc1ccc(C(C)C)cc1OCC(=O)Nc1ccc(N2CCCCC2)cc1
6: CC(C)CNS(=O)(=O)c1ccc(S(=O)(=O)N2CCCN(Cc3ccccc3)C2)cc1

compound no.	1	2	3	4	5	6
PfHsp40 rescue	7.2	4.3	-1.9	0.5	-0.2	-1.1
FadD28 FP inh	-4.0	-1.1	-2.4	-3.7	-0.6	-0.8
PrPC surface inh	3	-5	-5	-7	1	nt
BoNT-F LC inh	4	-4	-6	-6	-4	-6
TcdB GH inh	nt	0.4	nt	0.2	0.1	0.4
CCHFV vOTU inh	9	22	0	13	1	nt
BoNT-A LC inh2	0.2	0.4	0.3	-0.2	9.3	-4.8
Anthrax LF inh2	4	-2	4	-1	-5	0
Yp Topo-I inh	-5	-1	5	6	35	1

7: CC1(C(=O)NS(=O)(=O)c2ccccc2Cl)CCN1C(=O)CCc1cccs1 (stereo not given)
8: C/C(N)=C(/C#N)C(=O)COc1ncnc2ccccc12
9: CCN(CC(=O)Nc1c(F)cccc1F)C(=O)c1ccc(Sc2nncn2C)c([N+](=O)[O-])c1
10: CC(=O)O[C@H](CC(=O)O)C[N+](C)(C)C
11: Cc1nn(C)cc1S(=O)(=O)Nc1cccc(Cl)c1
12: Cc1cc(C(=O)COC(=O)Cc2c(F)cccc2Cl)c(C)n1C

compound no.	7	8	9	10	11	12
PfHsp40 rescue	nt	1.2	0.6	-1.3	-0.9	nt
FadD28 FP inh	-0.2	-2.5	-4.2	0.6	-3.2	-0.9
PrPC surface inh	0	-2	-22	-1	2	9
BoNT-F LC inh	-21	15	1	-13	0	3
TcdB GH inh	-4.6	nt	-0.3	-0.2	1.5	1.1
CCHFV vOTU inh	3	12	0	3	-8	-3
BoNT-A LC inh2	-0.9	-0.2	0.4	-1.2	-0.3	-0.2
Anthrax LF inh2	-12	1	-3	-3	-2	2
Yp Topo-I inh	1	-7	3	1	-4	-1

13: CCC(C)c1ccc(OCC(=O)Nc2ccc(CN3CCOCC3)cc2)cc1 (stereo not given)
14: O=C(O)c1ccc(C(=O)Nc2cccc3ccccc23)c(C(=O)O)c1
15: Cn1cc(Br)c(C(=O)Nc2nccs2)n1
16: Cc1nc(-c2ccccc2)sc1-c1nnc(C2CC2)o1
17: CCOc1ccc(C(=O)COC(=O)c2c(-c3ccccc3)noc2C)cc1
18: Cc1ccc(CNC(=O)CCn2c(=O)oc3ccccc32)cc1

compound no.	13	14	15	16	17	18
PfHsp40 rescue	0.5	?	-1.4	1.2	0.3	0.5
FadD28 FP inh	-2.3	0.8	-3.4	-3.6	-3.0	0.4
PrPC surface inh	3	0	6	-19	1	-2
BoNT-F LC inh	6	-1	0	?	-11	-6
TcdB GH inh	-0.5	1.8	nt	1.1	1.0	1.3
CCHFV vOTU inh	-5	-9	6	-1	10	-1
BoNT-A LC inh2	1.6	-0.4	0.5	?	-4.8	-0.6
Anthrax LF inh2	-3	-5	0	-8	-7	0
Yp Topo-I inh	31	-5	-2	5	34	14

Part of the list above, limited to FadD28 FP inh, Anthrax LF inh2 and CCHFV vOTU inh.
#	SMILES	FadD28 FP inh	Anthrax LF inh2	CCHFV vOTU inh
14	O=C(O)c1ccc(C(=O)Nc2cccc3ccccc23)c(C(=O)O)c1	0.8	-5	-9
15	Cn1cc(Br)c(C(=O)Nc2nccs2)n1	-3.4	0	6
16	Cc1nc(-c2ccccc2)sc1-c1nnc(C2CC2)o1	-3.6	-8	-1
17	CCOc1ccc(C(=O)COC(=O)c2c(-c3ccccc3)noc2C)cc1	-3.0	-7	10
18	Cc1ccc(CNC(=O)CCn2c(=O)oc3ccccc32)cc1	0.4	0	-1

(next part)
19: O=C1OCCN1C(=O)[C@H]1[C@H](c2ccc(F)cc2)C(c2cccc(Cl)c2)=NN1c1ccccc1
20: CCOC(=O)c1sc(=S)n(-c2ccccc2OC)c1N
21: COc1cc2c(cc1OC)C(C)N(C(=O)c1cccs1)CC2 (stereo not given)
22: Cc1sc(=NC(=O)c2ccco2)n(C)c1-c1ccc(F)cc1
23: Nn1cc(-c2ccccc2)nc1SCC(=O)NCCN1C(=O)CSC1=O
24: COC(=O)[C@]1(CC(C)C)N[C@H](c2ccc(-c3ccc(C(C)=O)cc3)cc2)[C@@H]2C(=O)N(C)C(=O)[C@@H]21

compound no.	19	20	21	22	23	24
PfHsp40 rescue	-0.9	0.5	2.5	-1.2	-0.1	0.6
FadD28 FP inh	0.6	-2.9	-5.4	-3.7	-1.3	-0.3
PrPC surface inh	2	-14	-2	1	5	3
BoNT-F LC inh	-7	-7	-4	-3	4	-11
TcdB GH inh	0.0	nt	0.6	nt	nt	0.5
CCHFV vOTU inh	-40	10	-14	10	15	3
BoNT-A LC inh2	-0.1	0.0	-0.2	0.1	-0.6	-0.2
Anthrax LF inh2	-2	-1	-3	-2	-2	4
Yp Topo-I inh	-20	-6	7	13	9	4

25: Cc1cc(=O)[nH]c(SCC(=O)Nc2ccc(N3CCCCC3)cc2)n1
26: CCc1cccc(NS(=O)(=O)c2ccc3c(c2)NC(=O)CC(=O)N3)c1
27: CC(C)(C)OC(=O)C1C(=O)CC(C)(O)C(C(=O)OC(C)(C)C)C1c1ccco1 (stereo not given)
28: Cc1cc(NC(=O)CSCc2ccccc2C)no1
29: CC(C)(C)S(=O)(=O)c1cnc2c(S(=O)(=O)c3ccccc3)cnn2c1N
30: CN(C)S(=O)(=O)c1ccc(Cl)c(NC(=O)COC(=O)/C=C/c2ccco2)c1

compound no.	25	26	27	28	29	30
PfHsp40 rescue	2.3	-0.9	0.3	18	0.3	-1.6
FadD28 FP inh	-2.6	-5.2	0.1	-3.9	-3.1	1.0
PrPC surface inh	4	1	2	11	9	-5
BoNT-F LC inh	-6	6	-6	2	-11	0
TcdB GH inh	0.1	1.7	nt	2.0	0.7	0.7
CCHFV vOTU inh	-4	5	0	-10	4	5
BoNT-A LC inh2	-1.2	0.0	0.4	0.0	0.1	-1.1
Anthrax LF inh2	-5	-6	1	3	-6	-1
Yp Topo-I inh	-1	7	-10	3	-8	-11

31: Cc1cc(C)cc(OCC(=O)OCC(=O)NC2CCCCCC2)c1
32: CCOc1ccccc1-c1noc(CCC(=O)NC2CCCCC2)n1
33: C#CCOCCOCCOCCNc1nc(N2CCN(C(=O)[C@H](CCC(=O)O)n3cc(C(N)CC(C)C)nn3)CC2)nc(N2CCN(C(=O)[C@H](CCC(=O)O)n3cc(C(N)[C@H](C)CC)nn3)CC2)n1 (stereo not given in full)
34: c1ccc2nc(SCc3cn4ccccc4n3)cnc2c1
35: Cc1cc(=O)[nH]c2c(N=Nc3ccc(O)cc3)c(N)nn12
36: CCN(CC)CCCNC(=S)N(Cc1cccnc1)Cc1cc2cc(C)ccc2[nH]c1=O

compound no.	31	32	33	34	35	36
PfHsp40 rescue	-0.2	0.4	-0.1	-0.3	0.6	-1.1
FadD28 FP inh	-3.1	0.6	0.6	-0.9	-1.5	-0.9
PrPC surface inh	2	-1	nt	1	-5	-3
BoNT-F LC inh	-25	-7	-4	-1	-7	-12
TcdB GH inh	-0.1	1.8	nt	0.2	-1.0	0.4
CCHFV vOTU inh	13	-6	nt	3	19	-6
BoNT-A LC inh2	-1.7	-4.7	0.4	-0.9	-0.7	-0.7
Anthrax LF inh2	-8	0	-10	1	0	-4
Yp Topo-I inh	15	2	19	7	-12	10

37: CCOC(=O)C1CCCN(C(=O)c2cc3c(-c4cccc(OC)c4)nn(C)c3s2)C1 (stereo not given)
38: CN(CC(=O)Nc1ccc(Cl)cc1F)C1CCS(=O)(=O)C1 (stereo not given)
39: Cc1cccc(NC(=O)c2cc(-c3ccco3)nc3ccccc23)n1
40: COc1ccc(N(CC(=O)NCCc2ccccc2)C(=O)c2csnn2)cc1OC
41: O=C(Nc1c(F)c(F)c(F)c(F)c1F)c1ccc(Br)o1
42: O=C1C2C3c4ccccc4C(c4ccccc43)C2C(=O)N1Cc1ccco1 (stereo not given)

compound no.	37	38	39	40	41	42
PfHsp40 rescue	0.2	-1.8	-0.3	-1.8	nt	0.0
FadD28 FP inh	-4.7	-1.3	-1.5	0.1	-0.2	0.5
PrPC surface inh	5	1	-2	2	4	2
BoNT-F LC inh	-3	-7	0	3	-4	9
TcdB GH inh	nt	-6.9	nt	0.3	0.1	nt
CCHFV vOTU inh	10	2	-26	1	0	12
BoNT-A LC inh2	0.2	0.5	0.3	0.3	-0.2	0.2
Anthrax LF inh2	0	-1	-5	2	-2	1
Yp Topo-I inh	46	-7	-8	3	7	-6

43: NS(=O)(=O)c1ccc(CCNC2CC(=O)N(Cc3ccccc3)C2=O)cc1 (stereo not given)
44: COc1cccc(NC(=O)N2CCN(c3nc(-c4cccc(OC)c4)cs3)CC2)c1
45: CNC(=S)N/N=C(\C)c1ccc2c(c1)OCO2
46: O=[N+]([O-])c1ccc(S(=O)(=O)Nc2nc3ccccc3nc2Nc2ccccc2)cc1
47: CNc1c(C(=O)O)ccc2c1C(=O)c1ccccc1C2=O
48: Cn1c(=O)c([N+](=O)[O-])c(Cl)c2ccccc21

compound no.	43	44	45	46	47	48
PfHsp40 rescue	0.1	13	2.8	-1.7	-0.7	-0.5
FadD28 FP inh	-5.1	-4.1	-3.2	2.1	-0.1	-2.1
PrPC surface inh	3	1	4	7	-53	57*
BoNT-F LC inh	-4	-2	-1	2	-5	-14
TcdB GH inh	nt	2.4	nt	-0.7	1.0	0.5
CCHFV vOTU inh	-12	-3	8	6	-16	-9
BoNT-A LC inh2	-0.5	-1.3	-0.3	-0.3	0.1	-0.2
Anthrax LF inh2	-1	-7	-6	-10	1	-5
Yp Topo-I inh	1	11	-8	1	0	10

For convenience, some entries already given:
47: CNc1c(C(=O)O)ccc2c1C(=O)c1ccccc1C2=O
48: Cn1c(=O)c([N+](=O)[O-])c(Cl)c2ccccc21

compound no.	47	48
PfHsp40 rescue	-0.7	-0.5
FadD28 FP inh	-0.1	-2.1
PrPC surface inh	-53	57*
BoNT-F LC inh	-5	-14
TcdB GH inh	1.0	0.5
CCHFV vOTU inh	-16	-9
BoNT-A LC inh2	0.1	-0.2
Anthrax LF inh2	1	-5
Yp Topo-I inh	0	10

(further entries)
49: CC1=NN(c2ccc(C(=O)O)cc2)C(=O)/C1=C\c1ccc(OC(=O)c2cccs2)cc1
50: O=Cc1ccc(OCC(=O)Nc2ccccc2-c2ccccc2)cc1
51: CN(C)c1ccc(P(=O)(OCc2ccccc2)C(O)c2ccccc2)cc1 (stereo not given)
52: O=C(Nc1cccc(O)c1)C1CCCN1C(=O)OCc1ccccc1 (stereo not given)

compound no.	49	50	51	52
PfHsp40 rescue	1.9	4.8	-0.3	-1.3
FadD28 FP inh	-3.6	-3.8	-2.8	-1.8
PrPC surface inh	-12	5	7	2
BoNT-F LC inh	5	4	?	8
TcdB GH inh	-6.9	5.4	1.8	nt
CCHFV vOTU inh	55*	-4	-7	10
BoNT-A LC inh2	-0.6	-0.1	?	0.9
Anthrax LF inh2	-7	6	-5	4
Yp Topo-I inh	6	-8	-3	-5

Bioassay records deposited in PubChem BioAssay by several laboratories.
